SK-BR-3 tox 24h = SK-BR-3 proliferation inhibitors | hit rate 0.47% among 41,000 | viability, % at 10 µM | SK-BR-3 viability, CellTiter-Glo ATP luminescence, 24 h; hits give low values;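 active = viability at or below the median of all test compounds minus 3 SD, in both replicates if run twice, cut at about 45% in these data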;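 note: 100% = median untreated cell wells and 0% = median positive control drug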
Active calls of the source: *. An excerpt. The share of hits here may be higher or lower than overall.

SMILES	SK-BR-3 tox 24h
COc1ccc(CCNC(=O)c2cc(-c3ccc4c(c3)OCO4)on2)cc1OC	99
O=C(Nc1nnc(-c2ccccc2Cl)o1)c1ccc(S(=O)(=O)N2CCCCCC2)cc1	70
CC(C)OC(=O)c1cccc(C(=O)O)n1	110
CCCc1nnc(NC(=O)CCN2C(=O)c3ccccc3C2=O)s1	112
CCc1nc(N(CC)CC)c2oc3ccccc3c2n1	84
Cc1cccc(C)c1NC(=O)CSc1nnc(-c2ccco2)n1N	74
Cc1cc(C(=O)N(C2CCCCC2)C2CCCCC2)no1	69
CC1(C)Cc2c(C#N)c(NCC3CCCO3)nc(-c3ccco3)c2CO1 (stereo unspecified)	97
Cc1cc(C)cc(NC(=O)CSc2nnc(-c3ccccc3)n2N)c1	107
C=CCN(C(=O)CN1CCOCC1)c1nc(C)c(-c2ccccc2)s1	92
O=C(CN1C(=O)c2ccccc2S1(=O)=O)NCc1ccccn1	88
NC(=O)C1(c2ccccc2)CCOCC1	91
C(=N\n1cnnc1)/c1cccc(OCCOc2ccccc2)c1	86
Cc1cc(OCC(=O)Nn2cnnc2)c(C)cc1Br	101
CC(NS(=O)(=O)c1ccccc1)C(N)=O (stereo unspecified)	99
COc1ccc(CC(NC(C)=O)C(=O)N2CCN(C(=O)N(C(C)C)C(C)C)CC2)cc1 (stereo unspecified)	100
CCN(CC)C(=O)COn1c(SCC(=O)N(CC)CC)nc2ccccc2c1=O	77
CCOc1ccc(C)cc1S(=O)(=O)n1ccc(C)n1	94
COc1ccc(OC)c(NC(=O)C23CCC(C)(C(=O)O2)C3(C)C)c1 (stereo unspecified)	93
CCCCCc1c(O)nc(SCC(=O)NCC2CCCO2)[nH]c1=O (stereo unspecified)	98
Brc1cccc(-c2cnc3n2CCCCC3)c1	89
COc1ccc(S(=O)(=O)N2CCN(c3ccccn3)CC2)cc1OC	92
CSc1nnc(-c2cccs2)n1-c1ccccc1	93
COCCCNC(=O)c1ccc2c(c1)OCO2	100
Cc1ccc(NC(=O)CC(NCCN2CCOCC2)C(=O)O)cc1Cl (stereo unspecified)	106

Rewritten comma-delimited: entries from further up
molecule,SK-BR-3 tox 24h
COc1ccc(CCNC(=O)c2cc(-c3ccc4c(c3)OCO4)on2)cc1OC,99
O=C(Nc1nnc(-c2ccccc2Cl)o1)c1ccc(S(=O)(=O)N2CCCCCC2)cc1,70
CC(C)OC(=O)c1cccc(C(=O)O)n1,110
CCCc1nnc(NC(=O)CCN2C(=O)c3ccccc3C2=O)s1,112
CCc1nc(N(CC)CC)c2oc3ccccc3c2n1,84
Cc1cccc(C)c1NC(=O)CSc1nnc(-c2ccco2)n1N,74
Cc1cc(C(=O)N(C2CCCCC2)C2CCCCC2)no1,69
CC1(C)Cc2c(C#N)c(NCC3CCCO3)nc(-c3ccco3)c2CO1 (stereo unspecified),97
Cc1cc(C)cc(NC(=O)CSc2nnc(-c3ccccc3)n2N)c1,107
C=CCN(C(=O)CN1CCOCC1)c1nc(C)c(-c2ccccc2)s1,92
O=C(CN1C(=O)c2ccccc2S1(=O)=O)NCc1ccccn1,88
NC(=O)C1(c2ccccc2)CCOCC1,91
C(=N\n1cnnc1)/c1cccc(OCCOc2ccccc2)c1,86
Cc1cc(OCC(=O)Nn2cnnc2)c(C)cc1Br,101
CC(NS(=O)(=O)c1ccccc1)C(N)=O (stereo unspecified),99
COc1ccc(CC(NC(C)=O)C(=O)N2CCN(C(=O)N(C(C)C)C(C)C)CC2)cc1 (stereo unspecified),100
CCN(CC)C(=O)COn1c(SCC(=O)N(CC)CC)nc2ccccc2c1=O,77
CCOc1ccc(C)cc1S(=O)(=O)n1ccc(C)n1,94
COc1ccc(OC)c(NC(=O)C23CCC(C)(C(=O)O2)C3(C)C)c1 (stereo unspecified),93
CCCCCc1c(O)nc(SCC(=O)NCC2CCCO2)[nH]c1=O (stereo unspecified),98
Brc1cccc(-c2cnc3n2CCCCC3)c1,89
COc1ccc(S(=O)(=O)N2CCN(c3ccccn3)CC2)cc1OC,92

Other structures follow:
SMILES	SK-BR-3 tox 24h
CCOC(=O)C1=C(CSc2nc3c(cc2C#N)CCC3)OC(N)=C(C#N)C1c1ccccc1 (stereo unspecified)	99
CCCn1nc(CC(=O)O)c2ccccc2c1=O	98
CCOc1ccccc1C(=O)N(CN1CCCC1=O)c1cccc(Cl)c1	82
CN1CCN(S(=O)C23CC4CC(CC(C4)C2)C3)CC1 (stereo unspecified)	96
COCC(C)NC(=O)C1CC(=O)N(c2ccc(C)cc2)C1 (stereo unspecified)	147
CC1CCN(C(=S)c2ccccc2O)CC1	96
Cc1nn(-c2ccccc2)c2sc(C(=O)NC3CCCCC3)cc12	85
Cc1ccc(C)c(C(=O)CSc2n[nH]c(-c3ccncc3)n2)c1	88
Cc1ccc(/C(O)=C2/C(=O)C(=O)N(CCCn3ccnc3)C2c2cccnc2)cc1 (stereo unspecified)	89
C=CCn1c(SCC(=O)c2ccc(OC)cc2)nnc1C(C)NC(=O)c1cccs1 (stereo unspecified)	83
Cn1c(SCC(=O)NCc2ccc3c(c2)OCO3)nnc1-c1cc2ccccc2cc1O	76
O=C(Oc1ccc(Br)cc1)C1CC(=O)N(c2ccc(F)cc2)C1 (stereo unspecified)	97
COc1ccccc1NC(=O)N1CCCC(c2nc3c(nnn3Cc3ccc(C)cc3)c(=O)[nH]2)C1 (stereo unspecified)	78
COc1ccccc1-c1nnc2n1N=C(C)CS2	95
CCS(=O)(=O)CCSc1nc(C)cc(C)n1	137
COc1ccc(C(=O)CSc2nnc(-c3cc4ccccc4cc3O)n2Cc2ccco2)cc1	76
CC(NC(=O)CSc1ncccn1)c1ccccc1 (stereo unspecified)	94
C=CCn1c(=S)[nH]c2ccccc2c1=O	95
CCC(C(=O)NCc1ccc(F)cc1)N(Cc1ccco1)C(=O)c1snc(C(N)=O)c1N (stereo unspecified)	78
Cc1ccc(C(=O)N2c3ccc(F)cc3CCC2C)o1 (stereo unspecified)	99
Cc1ccc(-c2ccc(C(=O)O)[nH]2)cc1	79
CN1CCN(S(=O)(=O)c2ccc(NC(=O)Nc3cccc(Cl)c3)cc2)CC1	80
COC(=O)[C@@H](NC(=O)NCc1ccco1)C(C)C	96
CCN(C(=O)c1cn(C)c(=O)c2cc(OC)c(OC)cc12)c1cc(OC)ccc1OC	85

From PubChem
